Dicer inh = blocks human Dicer maturation of pre-miR-21; cat-ELCCA pre-miR-21 Dicer processing, chemiluminescence; active compounds read high; Q9UPY3; 6% of 47,000 active; z-score at 25 µM; in the data active = z-score above about 3, passing the limit was not always enough;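 note: plate controls were vehicle for no effect and no enzyme for full effect; higher signal means more uncleaved substrate so more Dicer inhibition; strong numbers were not always called active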
Numbers without * were called inactive; & = joins results of further samples. Only part of the results is shown; the hit share may differ from the screen's.

Compound	Dicer inh
Cc1nc2sc(C(=O)c3ccc(Cl)cc3)c(N)c2c(C)c1C	16.4
O=C(c1ccc(Cl)cc1)N1CCc2sccc2C1c1ccc(Cl)cc1 (stereo not drawn)	-1.15
CSc1ccc(/C=C/c2nc(=O)c3ccccc3o2)cc1	1.19
CC1c2ccsc2CCN1C(=O)NC(=O)c1ccccc1Cl (stereo not drawn)	0.15
O=C(c1ccccc1)c1cc(Cl)ccc1NC(=S)Nc1ccc(F)cc1	-0.55
CC(C)c1ccc(OCC(O)Cn2cnc3ccccc32)cc1 (stereo not drawn)	0.55
C=CCOC(=O)c1sc(N2C(=O)c3oc4ccc(C)cc4c(=O)c3C2c2ccccc2F)nc1C (stereo not drawn)	2.3
CC(C)Cn1c(Cc2ccccc2)nc2ccccc21	0.3
Cc1sc(-c2ccccc2)nc1CC(=O)NN	0.48
CCN(CC)CCOC(=O)C1(C2CCCCC2)CCCCC1	0.58
O=C(O)c1ccccc1C(=O)Nc1cc(-c2ccccc2)[nH]n1	-0.63
O=C(c1ccncc1)N(c1ccc2oc(=O)sc2c1)S(=O)(=O)c1cccs1	5.53*
CN(C)Cc1cc(C(C)(C)C)cc(C(C)(C)C)c1O	2.23
O=C(NNc1ncnc2sccc12)c1ccc(Cl)cc1	0.37
CCNc1[nH]c(=S)nc2sc3c(c12)CCN(C)C3	-1.82
O=C(N1CCCCC1)N1c2ccccc2C=Cc2ccccc21	0.39
COc1ccccc1C1CC(=O)Nc2nc(N)[nH]c(=O)c21 (stereo not drawn)	2.76
O=c1oc2ccccc2n1Cc1ccccc1Cl	4.9*
CCOC(=O)c1nn(-c2ccccc2)c(=O)c2c(N)c(C#N)c(-c3ccco3)cc12	-3.04
Cc1ccc(S(=O)(=O)NNC(=S)Nc2cc(C(F)(F)F)cc(C(F)(F)F)c2)cc1	3.69*

A few values from above.
CCN(CC)CCOC(=O)C1(C2CCCCC2)CCCCC1 in Dicer inh: 0.58
O=C(N1CCCCC1)N1c2ccccc2C=Cc2ccccc21 in Dicer inh: 0.39
O=c1oc2ccccc2n1Cc1ccccc1Cl in Dicer inh: 4.9*

Going on with the list.
Compound	Dicer inh
N#Cc1c(-c2ccccc2)cc(-c2ccccc2)[nH]c1=O	-0.69&-0.6
O=C(Nc1ncnc2sc3c(c12)CCC3)c1ccc(F)cc1	1.83
N#Cc1cc2ccc([N+](=O)[O-])cc2c2ccccc12	-0.41
CCOC(=O)c1sc(N2C(=O)c3oc4ccccc4c(=O)c3C2c2cccc(Cl)c2)nc1C (stereo not drawn)	-0.31
CC1=C(C)CC(C(=O)NCc2c(F)cccc2Cl)C(C(=O)O)C1 (stereo not drawn)	0.57
COc1ccc(C(=O)Oc2ccc3c(c2)C(C)=CC(C)(C)N3)cc1OC	-0.52
Cc1ccc(C(=O)NNC(=O)CSc2ncnc3c(C)csc23)cc1	0.22
Cc1nc(-c2ccc(S(=O)(=O)Nc3ccc(Cl)cc3Cl)s2)cs1	-0.74
NC(=O)C1CCN(Cn2nnc3ccccc32)CC1	0.58
CC(=O)Nc1nccc(-c2cc(-c3ccccc3)no2)n1	-0.7
CCc1nc(-c2ccc(-c3ccc(C)cc3)nc2OC)no1	0.47
Clc1ccc(OCOc2ccc(Cl)cc2Cl)c(Cl)c1	0.21
COc1ccc(CCNc2oc(COc3ccc(Br)cc3)nc2C#N)cc1OC	2.1
CC(=O)OC[C@H]1O[C@@H](Sc2ccccc2)[C@H](OC(C)=O)[C@@H](OC(C)=O)[C@@H]1OC(C)=O	0.23
CCOC(=O)c1c(NC(=O)Oc2ccccc2)sc2c1CCC2	-0.88
CCSc1sc(C(=O)OC)c2c1C(=O)CC(C)(C)C2	20.5
CC(C)OC(=O)C1C(=O)CC(C)(O)C(C(=O)OC(C)C)C1c1cccc(F)c1 (stereo not drawn)	1.18
COc1ccc(-c2nc3cc4c(cc3o2)Oc2ccccc2N4)cc1	10.6
CCOC(=O)c1cnc(-c2cccs2)nc1Sc1ccc(Cl)cc1	-0.84
Clc1cc(Cl)cc(-c2nc(SCc3ccc(Cl)cc3Cl)n[nH]2)c1	-1.63
O=C(OCc1ccccc1)C1=NNC2(CC(=O)N(c3ccc(Cl)cc3)C2=O)C1 (stereo not drawn)	1.07
C=CCNC(=S)Nc1sc2c(c1C(=O)OCC)CCC(C)C2 (stereo not drawn)	-8.24
Clc1ccc(C2=Nn3c(CSc4ccccc4)nnc3SC2)cc1	-0.33
c1ccc(-c2csc3ncnc(N4CCN(Cc5ccc6c(c5)OCO6)CC4)c23)cc1	4.65*
CC1=NN(c2ccccc2)C(=O)C1C(=O)c1ccccc1Br (stereo not drawn)	-1.86
NCC(c1ccccc1)c1ccc2c(c1)OCCO2 (stereo not drawn)	-0.74
COc1ccc(C2N(C)c3ccccc3N2C)cc1OC	0.54
Cc1ccc(OCc2nc(C#N)c(NCc3ccco3)o2)cc1	-0.26
O=C1CC(c2ccco2)CC2=C1C(c1cccs1)N(C(=O)c1ccccc1)c1ccccc1N2 (stereo not drawn)	0.74
Cn1c2c(c(=O)n(C)c1=O)C(CC(=O)Nc1ccccc1)C(=O)N2 (stereo not drawn)	2.85
COc1ccc2[nH]c(=O)cc(C(=O)O)c2c1	-0.2
O=c1[nH]c(SCc2ccc(Cl)cc2Cl)nc2ccccc12	3.7*
CCn1c(CN2C(=O)CSc3ccccc32)n[nH]c1=S	0.75
CC[n+]1c(/C=C/c2ccc(N(C)C)cc2)sc2ccccc21	0.65
COCCOC(=O)c1c(C)oc2ccc(OCc3ccc(F)cc3)cc12	0.37
CC1=CC(C)C2(CO)COC(c3cccnc3)C1C2C (stereo not drawn)	0.1
O=c1cc(-c2ccccc2)nc2nc[nH]n12	1.06
O=C(O)C1(c2ccccc2)CCCC1	2.43
COC(=O)CC1=C(C)C(=O)CC2C(C)(C)CCC[C@]12C (stereo partly drawn)	-0.02
CCc1cc2c(=O)c(-c3nc4ccccc4[nH]3)coc2c(CN2CCCC(C)C2)c1O (stereo not drawn)	3.32*
CCOC(=O)CS(=O)(=O)c1nc(-c2ccccc2)cc(C(F)(F)F)n1	-0.63
Cc1cc(C)nc(NC(=O)CSc2nn(-c3ccccc3)c(=S)s2)n1	2.32
Cc1cccc(-c2c3c(=O)n(C)c(=O)n(C)c3c3cccnn23)c1	-0.87
Cc1ccccc1NS(=O)(=O)c1cccc2c(N(C)C)cccc12	-0.66
COCCOC(=O)C1=C(C)NC2=C(C(=O)CC(C)(C)C2)C1c1ccc(OC)cc1 (stereo not drawn)	0.43
C#CCSc1nc(C)c(CCC)c(=O)[nH]1	-0.47
CCCNC(=O)O/N=C(\C)c1cc2cc([N+](=O)[O-])ccc2o1	0.23
O=C(NC(Cc1c[nH]c2ccccc12)C(=O)NC1CCCCC1)Oc1ccccc1 (stereo not drawn)	1.98
COc1ccc(-c2nc3c4c5c(sc4ncn3n2)CCCCC5)cc1	0.71
O=C(O)CC1(CC(=O)Nc2ccc3ccccc3n2)CCCCC1	-0.52
Cc1nn(-c2ccccc2)c(C)c1C(=O)O	8.41*
CCc1nc(SCC(=O)c2ccc(Br)cc2)n[nH]1	-0.2
O=C(c1cc2n(n1)C(C(F)(F)F)CC(c1ccco1)N2)N1CCN(c2ccccn2)CC1 (stereo not drawn)	-0.69
CCSCCOC(=O)C1=C(C)NC2=C(C(=O)CCC2)C1c1ccc(N(C)C)cc1 (stereo not drawn)	0.04
CCC(Sc1nnc2c3ccccc3n(C)c2n1)C(=O)Nc1nnc(C)s1 (stereo not drawn)	-0.49
Cc1ccc(OCc2n[nH]c(=S)n2C2CCCCC2)c2c1CCC2	0.34
COC(=O)c1sc2c(c1N(C(C)=O)C(C)=O)CSc1ccc(Cl)cc1-2	-0.9
N#CC(C#N)(Cc1ccccc1)Cc1ccccc1	-0.84
Cc1oc2cc(O)ccc2c(=O)c1-c1ccc2c(c1)OCCO2	5.49*
O=C(O)Cc1ccc(-c2ccccc2)cc1	-0.37

The list continues:
Compound | Dicer inh
CCCCOC(=O)COc1ccc2c(=O)c(Oc3ccc(OC)cc3)coc2c1 | -0.2
COc1cc2c(cc1OC)C(c1ccccc1)=NC(C)(C)C2 | 0.36
Cc1ccc(-n2nnnc2SCc2ccc3c(c2)OCO3)cc1Cl | 0.82
O=C(CN1C2=NCCN2c2ccccc21)c1ccccc1 | 0.89
CS(=O)(=N/C=C(\C#N)C(=O)c1ccco1)c1ccc(Cl)cc1 (stereo not drawn) | -2.54
C/C(Nc1ccc(C)cc1)=C1/CCOC1=O | -0.82
COc1ccc(C2C/C(=N/O)C(C)C(c3ccc(OC)cc3)N2)cc1 (stereo not drawn) | 1.45
Cc1ccc(CCC(=O)Nc2c(C)n(C)n(-c3ccccc3)c2=O)o1 | 0.22
O=C1C2CCCCC2C(=O)N1c1ccc(Oc2ccccc2)cc1 (stereo not drawn) | 0.57
O=C(NC(=O)c1c(Cl)cccc1Cl)Oc1ccc(C(F)(F)F)cc1 | -0.94
COc1ccc(OC)c(CN2CCN(Cc3ccc(OC)c(OC)c3)CC2)c1 | 1.08
CCOC(=O)[C@@H](NS(=O)(=O)c1ccc(F)c(Cl)c1)C(C)C | 3.86

An excerpt of these results, field by field.
CCCNC(=O)O/N=C(\C)c1cc2cc([N+](=O)[O-])ccc2o1
  Dicer inh = 0.23

O=C(NC(Cc1c[nH]c2ccccc12)C(=O)NC1CCCCC1)Oc1ccccc1 (stereo not drawn)
  Dicer inh = 1.98

COc1ccc(-c2nc3c4c5c(sc4ncn3n2)CCCCC5)cc1
  Dicer inh = 0.71

O=C(O)CC1(CC(=O)Nc2ccc3ccccc3n2)CCCCC1
  Dicer inh = -0.52

(more compounds)
Compound | Dicer inh
FC(F)(F)c1ccc(-c2n[nH]c(=S)o2)cc1 | 0.29
COCCN1CC(C(=O)O)CC1=O (stereo not drawn) | -0.77
Cc1ccc(S(=O)(=O)N2CCN(C(=O)CSc3nnc(N)s3)C2)cc1 | 0.03
N#Cc1cccnc1NNC(=O)c1nccnc1C(=O)O | -0.24
COc1ccc(-c2cc(C(F)(F)F)n3ncnc3n2)cc1 | 0.32
CC(Oc1ccc(Cl)cc1Cl)C(=O)NC1=NCCS1 (stereo not drawn) | -1.32
CCCCCC(O)CCCC(=O)O (stereo not drawn) | -0.8
Cc1nc2c(-c3ccccc3)c(C)[nH]n2c(=O)c1Cc1ccc(Cl)cc1 | 0.44
CN(C)c1ccc(C2CC(=O)C3=C(C2)Nc2ccccc2NC3c2ccccc2)cc1 (stereo not drawn) | 4.75*
Cc1ccc(S(=O)(=O)N2CCN(c3ncnc4sccc34)CC2)cc1 | 0.09
C=CCn1c(=S)sc2c(N/N=C/c3ccco3)ncnc21 | 2.53
CCSCCOC(=O)C1=C(C)NC2=C(C(=O)CCC2)C1c1cc(Br)ccc1OC (stereo not drawn) | 0.94
Cn1cnc([N+](=O)[O-])c1Sc1ccc(C(C)(C)C)cc1 | -5.1
O=S(=O)(Oc1ncccc1C(F)(F)F)c1cccc(F)c1 | 1.79
O=C(CC1C(=O)NCCN1C(=O)Nc1ccc(F)cc1F)Nc1ccc(F)cc1 (stereo not drawn) | -0.83
Fc1cc(Br)cc(F)c1NC(=S)Nc1cccc(Cl)c1 | 2.42
COc1cc2c(cc1OC)C1(C)N(CC2)C(C(=O)c2cccs2)=NN1c1ccccc1 (stereo not drawn) | 0.15
Cc1onc(-c2ccccc2)c1C(=O)On1c(-c2ccccc2)nc2ccccc2c1=O | -0.31
CCN(CC)c1ccc(C2Nc3ccccc3-c3cc(C)nn32)cc1 (stereo not drawn) | 3.33*
COc1cc(-c2cc3c(c(N)c2C#N)c(=O)oc2ccccc23)cc(OC)c1OC | 3.7*
COc1ccc2c(c1)N(C[C@H](C)CN(C)C)c1ccccc1S2 | 1.04
Cc1cc(C)c(C(=O)CC(=O)c2ccccc2Cl)c(O)c1 | 1.36
CC(CC(=O)O)CC(=O)Nc1nncs1 (stereo not drawn) | -2.18
CC(C)(C)C(=S)Nc1cccc(Cl)c1 | -4.94
COc1ccc(OCC(O)CNC2CCN(CC(O)COc3ccc(Cl)c(Cl)c3)CC2)cc1 (stereo not drawn) | -0.29
O=C(NCc1ccco1)Nc1sccc1-n1cccc1 | 0.47
CC(C(=O)c1ccccc1)C1(O)C(=O)Nc2ccccc21 (stereo not drawn) | -2.69
Cc1ccc(-c2nc(NC(=O)Nc3ccc(F)cc3)sc2C)cc1Cl | -0.79
Cc1cc(C)c2[nH]c(C3C(=O)c4ccccc4C3=O)cc(=O)c2c1 | -0.03
Cn1c(SCC(=O)O)nc2cc(C(F)(F)F)cnc21 | -0.4
CC(C)Nc1nc(NC(C)C)nc(N(C)C#N)n1 | 6.95*
CC1(C)O[C@@H]2C[C@H]3[C@@H]4C[C@H](F)C5=CC(=O)C=C[C@]5(C)[C@H]4[C@@H](O)C[C@]3(C)[C@]2(C(=O)CO)O1 | 0.77
O=C(Nc1cccs1)Nc1ccccc1N1CCOCC1 | 1.21
O=c1oc2c(-c3ccccc3Cl)cc(O)cc2s1 | 3.64*
Cc1[nH]nc2c1C(c1cccc(Br)c1)C(C#N)=C(N)O2 (stereo not drawn) | -2.45
O=C(COC(=O)c1cccc2cccc(I)c12)c1ccc(Br)cc1 | -0.7
CC(C)(C)N(OC(=O)c1ccccc1)C(=O)C(Cl)(Cl)Cl | -1.05

Two entries from above, as labelled records.
compound: Cc1ccc(S(=O)(=O)N2CCN(C(=O)CSc3nnc(N)s3)C2)cc1
  Dicer inh: 0.03
compound: N#Cc1cccnc1NNC(=O)c1nccnc1C(=O)O
  Dicer inh: -0.24

High-throughput results: PubChem BioAssay, Center for Chemical Genomics, University of Michigan
